Compound activity as filed in PubChem.
Tb PFK block – blocks T. brucei phosphofructokinase | O15648 | T. brucei PFK, ADP-Glo luminescence | Potency, µM (titrated, usually from 57.5 µM), without a hit: top-dose activity, negative = inhibition, actives largely listed as inhibitors | 330,000 compounds, 0.17% hits;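 also: potency is read from the fitted curve at half-maximal effect; 0% = uninhibited 1x PFK enzyme wells and -100% = no-enzyme wells; nearly all actives have a fitted effect of over 60% in size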
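Luminescent ADP detection (ADP-Glo, two-step: ATP depletion then ADP-to-ATP conversion for luciferase) reported PFK activity after 45 min room-temperature reaction of 1.25 nM enzyme with 0.5 mM F6P and 0.1 mM ATP at pH 8.0.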
TCR activator – activators of T cell receptors; primary human leukocytes, anti-CD3, IL-2 HTRF, 48 h; AID 504894; Potency, µM (titrated, usually from 9.22 µM), for the others: at the highest dose activation of IL-2 secretion, usual class: activators; 330,000 tested, under 10 active; also: % of control where 0% means no effect
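Primary human leukocytes incubated 48 hr with anti-CD3 beads plus compound, without co-stimulation. Secreted IL-2 measured by HTRF (europium cryptate/d2 anti-IL-2 pair, 320 nm excitation, 665 nm emission).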
Eya2 inh – inhibitors of human Eya2 phosphatase activity | O00167 | recombinant Eya2, OMFP fluorescence dephosphorylation (OMFP is methylfluorescein phosphate) | Potency, µM (titrated, usually from 76.9 µM), for inactives: at the top dose activity, negative = inhibition, usual class: inhibitors | 330,000 compounds, 0.006% hits; also: potency is read from the fitted curve at half-maximal effect; % is scaled to controls: 0 for no effect and ±100 for the full control effect
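Eya2 protein (added as 0.2 uM solution) was preincubated with compound for 10 min at ambient temperature in 50 mM HEPES pH 7.5, 50 mM NaCl, 5 uM MgCl2, 0.05% BSA, 1 mM DTT. OMFP (added at 50 uM) then reacted 10 min; fluorescence read at 485/525 nm.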
ELG1 DNA repair – ELG1-dependent DNA repair inhibition; HEK293T ELG1-luciferase reporter, luminescence, 16 h; DNA damage induced by 5-fluorouridine; Potency, µM (highest dose often 46.1 µM), for inactives: top-dose activity change, negative = inhibition, hits mostly inhibitors; 330,000 compounds, 2.3% hits; also: potency is read from the fitted curve at half-maximal effect; % is scaled to controls: 0 for no effect and ±100 for the full control effect; nearly all actives have a fitted effect of over 55% in size
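In this reporter screen, reduction of luminescence relative to DMSO vehicle indicated activity. Compounds and 5-fluorouridine were added together to 2,000 cells per well, incubated for 16 hr at 37 °C, then developed with ONE-Glo.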
AT treatment – potential ataxia-telangiectasia treatments restoring KAP-1 phosphorylation. AID 485349. […] A-T fibroblasts, KAP-1 phosphorylation AlphaLISA; neocarzinostatin DNA damage 30 min before lysis. Potency, µM (highest dose often 57.5 µM), without a hit: top-dose activation, actives largely listed as activators. 320,000 compounds, 0.19% hits; also: potency is read from the fitted curve at half-maximal effect; % of control where 0% means no effect; nearly all actives have a fitted effect of over 45% in size
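hTERT-immortalized A-T patient fibroblasts ([…]), 500 cells/well in OPTI-MEM, 1% FBS, got compounds for 60 min, then NCS for 30 min at 37C. Lysates were then assayed for phospho-KAP-1 by AlphaLISA (anti-pKAP1 donor, anti-KAP1 acceptor beads), 6 hr at 25C.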
BCR signal inh – blocks chronic active B-cell receptor signaling. Potency, µM (top dose mostly 46.1 µM), without a hit: at the highest dose ratio change, negative = lower green/red ratio, actives largely listed as inhibitors. ABC-DLBCL IkBa-CBG/CBR reporter, luminescence ratio, 4 h. 340,000 compounds, 0.05% hits; active = well fitted inhibition curve with a large enough effect in the signal ratio, with a control signal flat, not every such curve was filed as active; inconclusive = small, poorly fitted or top-dose-only effect, or effect the other way, or a change in a side signal; the % refers to the signal ratio;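 also: potency is read from the fitted curve at half-maximal effect; plate controls were basal doxycycline-induced cells for no effect and cells given 10 µM MG132 for full effect; MG132 reads +100%, hits lower the ratio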
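Concentration-response series (up to 46 uM) were applied to TMD8 dual-reporter cells for 4 h at 37C with doxycycline. Green/red ratio, after filter-overlap correction, defined %Activity; red signal alone was normalised to basal cells and zero luminescence.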
Mito fusion yeast – inhibitors of mitochondrial division or activators of mitochondrial fusion; 320,000 compounds, 0.23% hits; S. cerevisiae fusion-defective mutant growth rescue, CellTiterGlo 48 h; Potency, µM (top dose mostly 46.1 µM), inactives show at the highest dose growth rescue (activation), actives largely listed as activators;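 also: potency is read from the fitted curve at half-maximal effect; % of control where 0% means no effect; nearly all actives have a fitted effect of over 45% in size; temperature-sensitive fusion mutants such as fzo1-1 at 37 °C on non-fermentable ethanol glycerol medium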
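Yeast fusion mutant, YPEG (non-fermentable carbon), compound, 48 h at 37C non-permissive; CellTiterGlo added, 10 min RT, luminescence read. Rescued growth = division inhibition.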
TSG101-PTAP inh – blocks PTAP/TSG101 interaction to inhibit HIV-1 budding. Q99816. Fluorescence polarization, FITC-PTAP peptide / Tsg101 binding. Potency, µM (titrated, usually from 115 µM), for inactives: top-dose activity change, negative = inhibition, actives largely listed as inhibitors. 340,000 tested, under 10 active. AID 493005; active = well fitted inhibition curve with a large enough effect in the main read-out, with a control signal flat, not every such curve was filed as active; inconclusive = small, poorly fitted or top-dose-only effect, or effect the other way, or a change in a side signal; inactive = no such curve, though single readings can be large or run the other way; also: potency is read from the fitted curve at half-maximal effect; % of control where 0% means no effect
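Compounds were pin-transferred onto Tsg101 binding domain (10 uM final) in HEPES pH 7.5 buffer, then FITC-PTAP peptide was added at 50 nM final. After 20 min at RT, polarization reported peptide displacement across a qHTS concentration series.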
Integrin act MD – activators of alpha7 integrin expression for muscular dystrophy | Potency, µM (series often up to 38.3 µM), without a hit: top-dose activation, most hits filed as activators | 350,000 compounds, 0.064% hits | alpha7betagal myoblasts, beta-gal FDG fluorescence, 48 h | AID 624291;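 also: potency is read from the fitted curve at half-maximal effect; 100% = response of the positive control SU9516; nearly all actives have a fitted effect of over 60% in size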
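Alpha7betagal+/- myoblasts (passage 13) were plated 16-24 hr, then exposed to compounds (1:260 dilution of DMSO stock) for 48 hours at 37C. After MPER lysis, β-galactosidase reporter activity was read as FDG fluorescence (ex 480/em 540) after 30 minutes.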
ASM inhibitor – blocks human secretory acid sphingomyelinase. P17405. placental ASM, HMU-PC fluorogenic substrate, 60 min. Potency, µM (doses to about 57.5 µM), inactives show at the highest dose activity change, negative = inhibition, hits mostly inhibitors. 340,000 compounds, 0.006% hits. AID 504937; also: potency is read from the fitted curve at half-maximal effect
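qHTS format. ASM enzyme prepared from human placenta hydrolyses the fluorogenic substrate HMU-PC0 (9 uM final) over 60 min at 37 °C after a 10 min compound preincubation.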
TSHR antagonist – antagonists of human thyroid stimulating hormone receptor. P16473. 330,000 compounds, 0.2% hits. activity change, negative = inhibition, % at 11.5 µM. AID 504810. TSHR-expressing cells, TSH-stimulated cAMP HTRF, 2 h; active compounds read low;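 active = activity change below a set negative limit, meaning inhibition stronger than a set level, cut at about -70% in these data; inconclusive = activity change between two set negative limits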; also: % is scaled to controls: 0 for no effect and ±100 for the full control effect
Target sequence (P16473 whole entry, looked up): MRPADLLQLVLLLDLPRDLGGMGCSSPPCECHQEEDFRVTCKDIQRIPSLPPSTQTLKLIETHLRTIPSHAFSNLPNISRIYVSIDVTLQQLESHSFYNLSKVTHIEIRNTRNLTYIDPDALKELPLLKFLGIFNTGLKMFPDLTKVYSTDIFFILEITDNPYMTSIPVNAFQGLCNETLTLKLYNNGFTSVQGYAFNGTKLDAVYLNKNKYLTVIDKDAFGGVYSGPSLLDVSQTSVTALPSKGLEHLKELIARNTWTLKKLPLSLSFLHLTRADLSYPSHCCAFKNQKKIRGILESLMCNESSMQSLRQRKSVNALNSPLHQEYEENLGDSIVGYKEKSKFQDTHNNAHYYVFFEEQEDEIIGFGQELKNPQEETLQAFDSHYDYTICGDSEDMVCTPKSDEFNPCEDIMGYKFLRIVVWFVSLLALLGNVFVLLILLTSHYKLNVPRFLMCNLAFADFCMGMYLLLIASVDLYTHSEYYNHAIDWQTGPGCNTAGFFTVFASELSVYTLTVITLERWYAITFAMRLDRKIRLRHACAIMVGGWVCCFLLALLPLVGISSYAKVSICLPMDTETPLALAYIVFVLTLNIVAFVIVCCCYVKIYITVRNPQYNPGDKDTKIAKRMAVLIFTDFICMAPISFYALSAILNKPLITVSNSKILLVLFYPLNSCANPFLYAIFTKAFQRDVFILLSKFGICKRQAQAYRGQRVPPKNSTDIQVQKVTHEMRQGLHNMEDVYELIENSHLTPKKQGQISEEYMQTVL
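Antagonism was scored as loss of TSH-driven cAMP in TSHR cells, stimulated with 4nM TSH (EC80) for 2 hours at 37 deg C and detected by homogeneous HTRF competition immunoassay.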
* marks the source's active call; other numbers are inactive results; ? = inconclusive; / = not tested or not shown; [ ] = dose if it differs, or a comment. Unless noted, calls follow the shape of the dose curve; as a rule, active = well fitted curve in the direction sought with a large enough effect; inconclusive = small, poorly fitted or top-dose-only effect, or another doubt; inactive = no such curve, though single readings can be large; an effect the other way counts as inactive or inconclusive.

# | molecule | Tb PFK block | TCR activator | Eya2 inh | ELG1 DNA repair | AT treatment | BCR signal inh | Mito fusion yeast | TSG101-PTAP inh | Integrin act MD | ASM inhibitor | TSHR antagonist
1 | O=C1CCCC2=C1C(c1ccccc1)C1C(=O)c3ccccc3C1=N2 (configuration not stated) | -4% | 2%[46.1 µM] | -5% | 0% | 2% | ? | 0% | -6% | -4% | 0% | 13
2 | CCOC(=O)c1c(C)[nH]c(C(=O)/C(C#N)=C/c2ccc(OC(F)F)c(OC)c2)c1C | 4% | -6%[46.1 µM] | 5% | 13% | -1% | -7% | -5% | -1% | -4% | ? | 8
3 | CCC1(C)SC(N)=NN1C(C)=O (configuration not stated) | -3% | 1% | 2% | -1% | -7%[11.5 µM] | 2% | 7% | 0% | 16% | -6% | 0
4 | O=C1CC(C(=O)N2CCN(S(=O)(=O)c3cccc(F)c3)CC2)CN1Cc1ccccc1Cl (configuration not stated) | 7% | -208% | -20% | -1% | 5% | 3% | 0% | -3% | 4% | -1% | -10
5 | O=C(Cc1ccccc1)N1CCN=C1SCc1ccc([N+](=O)[O-])cc1 | -4% | 6%[46.1 µM] | -9% | ? | 3% | ? | 19% | -1% | -28% | -2% | -2
6 | Cc1cc(C(=O)O)c(C)n1-c1ccccc1 | -1% | -2% | -4% | -3% | / | -4% | 2% | -4% | 32% | 0% | 2
7 | CCN(Cc1ccccc1)C(=O)CCc1nnc(CCCc2ccccc2)o1 | -3% | 0% | -12% | ? | 6% | 13% | 2% | -3% | 2% | 3% | -2
8 | COC(=O)c1cc(OC)c(OC)cc1NC(=O)c1cc(OC)cc(OC)c1 | -2% | -6% | 0% | -2% | -9% | ? | 10% | -1% | -10% | 14% | 16
9 | CCCCNC(=O)c1cn(CC)c2cc(N3CCN(C(=O)c4ccco4)CC3)c(F)cc2c1=O | 2% | 3% | -18% | 15µM* | 2% | -3% | -1% | -4% | 0% | -8% | 2
10 | Cc1ccc2nc(CCc3nc4ccc(C)cc4o3)oc2c1 | 4% | / | 13% | 10% | 16% | 1% | -1% | -4% | -36% | -7% | -5
11 | CCOC(=O)NCc1cc(-c2nn(C)c(=O)c3ccccc23)ccc1C | 0% | -1% | -30% | ? | 9% | -16% | 14% | -2% | -10% | -3% | /
12 | CCOC(=O)c1c(S(=O)(=O)N2c3ccccc3CC2C)c(C)n(C)c1C (configuration not stated) | -2% | -9% | -7% | 3% | 4% | 5% | 21% | -8% | -7% | 3% | 12
13 | C/C(=N\Nc1cc(N2CCOCC2)nc(C)n1)c1cccc([N+](=O)[O-])c1 | -1% | -22% | -9% | 15µM* | 1% | -29% | -2% | 0% | -6% | -1% | -8
14 | CC(=O)c1ccc(N2CCN(S(=O)(=O)c3ccc4c(c3)CC(=O)N4C)CC2)cc1 | 2% | -2% | -5% | 21% | 5% | 0% | 3% | 3% | ? | -1% | 2
15 | O=C(CCNS(=O)(=O)c1ccc(Cl)cc1)OCC(=O)c1ccc[nH]1 | 0% | 0% | 3% | 10% | -42% | -1% | 2% | -4% | 3% | -1% | -1
16 | CCN1C(=O)/C(=C\N2CCN(C)CC2)SC1=S | 0% | 2% | 18% | 17% | -1% | 0% | -1% | -5% | -9% | 0% | -2
17 | O=C(NCc1cc(C(F)(F)F)cc(C(F)(F)F)c1)C12CN(Cc3ccccc3)CC1C(c1cccc([N+](=O)[O-])c1)=NO2 (configuration not stated) | -3% | 7% | -10% | -1% | 10% | 5% | 5% | -3% | 6% | 6% | 0
18 | O=C(NCCF)[C@H]1C[C@@H]1[C@H](NP(=O)(c1ccccc1)c1ccccc1)c1ccccc1 | 1% | 3% | -2% | -2% | / | -5% | 1% | 0% | 0% | 1% | 12
19 | COc1ccc(NC(=O)c2ccc3nc(C)sc3c2)cc1 | -6% | 2% | 0% | ? | 2% | -4% | 6% | -9% | ? | 3% | -8
20 | OCCN=C1CCCc2c1[nH]c1ccc(Cl)cc21 | -7% | -2% | 2% | 8% | 4% | 2% | 10% | -8% | 4% | -1% | 6
21 | Cc1cc(F)ccc1NC(=O)C1CSC2(C)CCC(=O)N12 (configuration not stated) | -6% | 0% | 8% | -6% | 18% | 17% | 0% | 1% | 14% | 4% | 7
22 | COc1cccc2cc(C(=O)Nc3ccc(S(=O)(=O)NCC4CCCO4)cc3)c(=O)oc12 (configuration not stated) | -1% | 0% | 17% | 9% | 7% | ? | -3% | -3% | 17% | 15% | -4
23 | Cc1cc(N2CCCC2=O)ccc1S(=O)(=O)Nc1c(C)nn(C)c1C | 1% | 0% | -5% | ? | 1% | 9% | -4% | -1% | -30% | -3% | 0
24 | CC(=O)Nc1cc(NC(C)=O)cc(C(=O)OC(C)C(=O)Nc2ccc(S(=O)(=O)N3CCCC3)cc2)c1 (configuration not stated) | -10% | 2% | -13% | -1% | 1% | -9% | -5% | -4% | -21% | -1% | -5
25 | Cc1cc(C)nc(SCC(=O)Nc2ncc(Cc3ccc(Cl)c(Cl)c3)s2)n1 | ? | -4% | -13% | -4% | 3% | -2% | -9% | -1% | -22% | -2% | 4
26 | CCOC(=O)c1c(-c2cccc(C)c2)csc1NC(=O)C1CC=CCC1C(=O)O (configuration not stated) | 2% | 7% | 2% | 9% | 2% | ? | 6% | -6% | 9% | -14% | -8
27 | COc1ccc(C(CNC(=O)c2oc3ccc(Cl)cc3c2C)N2CCCCC2)cc1 (configuration not stated) | -4% | -7% | 2% | -8% | 1% | 3% | -25% | 5% | 0% | -3% | 9
28 | CC(C)(C)NNC(=S)Nc1cccc(C(F)(F)F)c1 | -4% | 4% | -11% | -26% | -2% | 7.9µM* | -5% | 0% | -16% | 3% | -3
29 | Cc1ccc(C(=O)N/C(=C\c2ccc(-c3cc(Cl)ccc3Cl)o2)C(=O)NCc2cccnc2)cc1 | 2% | 4% | ? | ? | -14% | ? | -1% | -2% | 32% | 93%[activator] | 8
30 | c1ccc(-c2nc(NCc3cccnc3)c3ccccc3n2)cc1 | 0% | -9% | 2% | ? | 25% | ? | 2% | -2% | -18% | 2% | 48
31 | CCN1CCN(CCC(=O)Nc2cc(C)ccc2C)CC1 | 1% | -3% | 4% | -10% | -2% | -1% | 0% | 0% | 3% | 6% | 3
32 | CC(=O)Oc1ccc2c(c1)c(C(C)=O)c(C)n2C | -13% | -1% | -8% | -4% | 6% | -3% | 6% | -4% | -17% | -2% | 3
33 | Cc1c(C(=O)NC2CCOC2)oc2c(F)cccc12 (configuration not stated) | 1% | 1% | -9% | ? | -11% | ? | 30% | 2% | 0% | 5% | 6
34 | Cc1ccc(-c2nc(C3CCCN(S(=O)(=O)c4ccc(C(C)(C)C)cc4)C3)no2)cc1 (configuration not stated) | 3% | -1% | 9% | 5% | 2% | 11% | -2% | 0% | -6% | 3% | 0
35 | COc1cccc(CNS(=O)(=O)c2c(C)nc3scc(C)n3c2=O)c1 | -12% | -2% | -10% | 2% | -3% | 3% | -2% | -3% | -18% | 2% | 1
36 | NC(=O)c1nsc(C(=O)N(c2ccccc2)C(C(=O)NC2CCCC2)c2ccc3ncccc3c2)c1N (configuration not stated) | -4% | 0% | -6% | ? | -1% | 2% | -14% | -1% | -27% | / | -17
37 | CCc1ccc(-c2csc(NC(=O)C3=NN(c4ccccc4)C(=O)CC3)n2)cc1 | 0% | -4%[46.1 µM] | -9% | ? | -4% | ? | -1% | 0% | 5% | ? | -29
38 | Cc1cccc(NC(=O)C2SC(=Nc3c(C)cccc3C)C(C(=O)N3CCOCC3)=C2N)c1 (configuration not stated) | 0% | -10%[46.1 µM] | -20% | 14% | -1% | ? | 6% | 11% | -40% | / | -5
39 | O=C(CCCN1C(=O)c2cccnc2Oc2ccc(Cl)cc21)N1CCCCC1 | 1% | -1% | 2% | 16% | 3% | 2% | 7% | -1% | -2% | 1% | 16

Rows are unselected (roughly 3.2% active in at least one column).
